SENP8 block = SENP8 (human) protease inhibition | Q96LD8 | recombinant SENP8, Nedd8 substrate fluorescence | inhibition, % at 20 µM | 360,000 compounds, 0.64% hits | AID 602440; in the data active = inhibition mostly above about 40%, no sharp cut-off; inactive = mostly below about 27%
Target sequence (Q96LD8 whole entry, looked up): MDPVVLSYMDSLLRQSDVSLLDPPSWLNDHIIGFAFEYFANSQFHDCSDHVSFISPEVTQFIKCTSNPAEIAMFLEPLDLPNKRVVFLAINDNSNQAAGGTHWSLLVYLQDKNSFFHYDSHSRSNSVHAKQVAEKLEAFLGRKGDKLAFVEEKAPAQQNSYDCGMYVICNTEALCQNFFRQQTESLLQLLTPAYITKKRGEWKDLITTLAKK
MPTP inh = blocks calcium-induced mitochondrial swelling; isolated mouse mitochondria, Ca2+ swelling absorbance, 30 min; 360,000 compounds, 1.4% hits; inhibition, % at 10 µM;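 active = inhibition of 50% or more, scaled per plate between neutral and stimulator controls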;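 also: 0% = DMSO wells given calcium and 100% = 1 mM EGTA wells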
SENP1 FRET inh = inhibitors of human SENP1 SUMO protease catalytic domain; 360,000 compounds, 0.21% hits; Q9P0U3; AID 624204; inhibition, % at 10 µM; recombinant SENP1 catalytic domain, CyPet-SUMO1-YPet FRET cleavage;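 active = inhibition at least 30% at 10 µM, raw YFP signal under a set limit, fluorescence ratio 0.5 to 1.5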;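 also: 0% = enzyme with DMSO and 100% = no enzyme wells; some results filed as inactive read as strong as hits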
Target sequence (Q9P0U3 419-644 limits assumed): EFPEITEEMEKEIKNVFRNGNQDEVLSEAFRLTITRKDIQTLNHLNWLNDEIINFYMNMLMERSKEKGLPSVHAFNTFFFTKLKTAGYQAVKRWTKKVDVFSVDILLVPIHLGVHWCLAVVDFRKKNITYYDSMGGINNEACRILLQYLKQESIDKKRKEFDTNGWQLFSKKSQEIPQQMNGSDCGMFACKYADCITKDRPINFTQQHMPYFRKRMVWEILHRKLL
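Assay system: hSENP1 catalytic domain, recombinant. Amount: SENP1 enzyme, 20 pM final. Schedule: 50 min reaction, RT, dark. Technique: FRET, CFP and YFP emission. Control set: no-enzyme wells low, DMSO-plus-enzyme wells high control.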
GRIN3A LBD mod = modulates the human NR3A ligand-binding domain | NR3A LBD differential scanning fluorimetry, Tm shift; 0% = protein alone, 100% = glycine-bound protein | Tm shift relative to glycine control, % at 25 µM | 340,000 compounds, 2.5% hits;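 active = melting temperature shift of at least 10% of the positive control shift, at one fixed dose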
PfGluPho inh = PfG6PD (Plasmodium falciparum) enzyme inhibition | PfGluPho enzyme, NADPH resazurin-diaphorase fluorescence | inhibition, % at 20 µM | 350,000 compounds, 0.78% hits;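 active = inhibition reaching at least a set limit at 20 µM in the primary screen, cut at about 59% in these data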;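 also: 0% = DMSO wells with substrate and 100% = DMSO wells lacking glucose-6-phosphate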
ATG4B inhibitor = blocks human ATG4B protease cleavage of LC3 substrate; ATG4B cleavage of LC3-PLA2, NBD-HPC fluorescence, 1 h; inhibition, % at 8.33 µM; AID 504462; 340,000 compounds, 0.51% hits; Q9Y4P1; in the data active = inhibition above about 40%
Target sequence (Q9Y4P1 whole entry, looked up): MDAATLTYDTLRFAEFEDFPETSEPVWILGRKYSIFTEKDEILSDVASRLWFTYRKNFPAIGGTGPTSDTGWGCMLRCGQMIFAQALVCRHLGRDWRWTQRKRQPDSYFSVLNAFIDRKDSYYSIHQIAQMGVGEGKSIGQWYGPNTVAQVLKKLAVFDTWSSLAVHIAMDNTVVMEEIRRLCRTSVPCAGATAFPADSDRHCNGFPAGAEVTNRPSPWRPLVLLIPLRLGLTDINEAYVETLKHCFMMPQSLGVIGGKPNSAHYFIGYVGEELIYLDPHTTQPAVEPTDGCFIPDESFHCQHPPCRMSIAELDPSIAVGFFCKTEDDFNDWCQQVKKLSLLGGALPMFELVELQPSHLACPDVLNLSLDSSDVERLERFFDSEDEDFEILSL
hIAP act = increases human intestinal alkaline phosphatase activity. 330,000 compounds, 0.16% hits. AID 2524. purified human IAP, CDP-Star luminescence, 30 min; stronger effect = higher value; 1 = vehicle-only enzyme, 0 = enzyme-free background. activation factor at 10 µM;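 active = activation factor of the enzyme at least 2-fold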; also: the source names both 10 and 20 µM as test concentration; values of inactives mirror those of a sister screen read the other way
SENP6 block = inhibitors of human SENP6 protease | Q9GZR1 | Recombinant SENP6 catalytic domain, aminoluciferin luminescence | 330,000 compounds, 1.8% hits | inhibition, % at 10 µM;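 active = inhibition above about 50% at the single tested dose, limit read from the data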;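 also: plate controls were DMSO wells with enzyme for no effect and DMSO wells lacking enzyme for full effect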
Numbers without * were called inactive; . = no result given.

entry	Structure	MPTP inh	GRIN3A LBD mod	PfGluPho inh	SENP6 block	ATG4B inhibitor	SENP8 block	SENP1 FRET inh	hIAP act
1	CCCN(CC(=O)Nc1ccccc1C)C(=O)C1CCN(S(=O)(=O)c2ccc(C)c(C)c2)CC1	-0.3	.	0	.	.	15	1	.
2	COc1ccc(-c2cc3nc(C)n(N)c(=O)c3s2)cc1	1.9	-1	2	99*	4	-432	-2	1.1
3	Cc1[nH]c(C)c(S(=O)(=O)N(C)Cc2ccccc2)c1C(=O)N1CCCCC1	-2.1	2	0	-3	-11	13	3	1.2
4	COc1ccc(CNC(=O)Cn2cc([N+](=O)[O-])nc2C)cc1	0.1	-2	-8	2	-7	9	3	1
5	Cc1ccc(NC(=O)c2ccc([N+](=O)[O-])o2)cc1S(=O)(=O)N1CCOCC1	-0.5	-1	44	7	-7	26	-2	0.88
6	CCOc1cc(NC(=S)Nc2ccc(Cl)cc2)c(OCC)cc1NC(C)=O	73*	-1	14	-6	4	0	2	0.94
7	O=S(=O)(NCCNS(=O)(=O)c1c(F)cccc1F)c1ccc2c(c1)OCCO2	-1.4	-8	-2	-2	3	13	1	1
8	O=C(COC(=O)c1cc(Cl)ccc1O)Nc1cc(C(F)(F)F)ccc1N1CCOCC1	-0.3	0	10	2	-1	-151	-1	0.88
9	Cc1cccc(NC(=O)Cc2coc3ccc4ccccc4c23)n1	0.1	-2	18	-5	-2	-20	-5	0.74
10	O=C(O)c1ccccc1C(=O)NCc1c(Cl)cccc1Sc1ccc(Cl)cc1	0.6	-1	-13	-29	16	14	1	1
11	COCCOC(=O)c1c(C)nc(SCC(=O)Nc2ccc(OC)cc2)c(C#N)c1-c1ccco1	-0.2	-8	-14	-17	-4	20	1	0.97
12	C[C@@H]1CN([C@H](C)CO)C(=O)CCCn2nncc2CO[C@H]1CN(C)Cc1ccc(C(=O)O)cc1	-0.6	.	9	.	.	19	0	.
13	O=C(NCc1ccco1)C1CCCN1S(=O)(=O)c1ccc2ccccc2c1 (configuration not stated)	0.7	-6	-13	-4	-3	8	1	1.1
14	Cn1cccc1-c1cc(C(=O)N/N=C/C=C/c2ccccc2)[nH]n1	-1.0	5	5	-12	20	4	0	1.8
15	NC(=O)C1CCN(CCC(=O)Nc2ccc(Br)cc2)CC1	-0.2	0	-8	6	-3	17	1	1.1
16	Oc1ccc2ccccc2c1/C=N/Nc1nnc(-c2ncc[nH]2)c2ccccc12	12	21*	-17	-13	48*	16	-20	1.1
17	COc1ccc(Nc2cnn(-c3nc4ccccc4s3)c(=O)c2Cl)cc1	0.2	-14	4	.	2	-10	1	.
18	CC1CCCN(CCCN2C(=O)C3C(C(=O)Nc4ccc(Cl)cc4)C4C=CC3(O4)C2C(=O)NC2CCCCC2)C1 (configuration not stated)	-1.2	-1	-2	-34	-15	11	0	1.4
19	Cc1ccc(NC(=S)Nc2ccc(Cl)c(Cl)c2)c(OC(F)F)c1	100*	15*	1	-2	53*	18	-2	0.91
20	O=C(NCCc1ccc(Cl)cc1)c1ccc2c(c1)OCCO2	-0.3	-1	-3	4	2	8	2	1.2
21	CS(=O)(=O)c1ccc(C(=O)OCC(=O)NCc2cccs2)cc1[N+](=O)[O-]	1.0	2	18	-4	-1	18	1	0.95
22	CC(C)CN(C(=O)CCCOc1ccc(Cl)cc1Cl)c1c(N)n(Cc2ccccc2)c(=O)[nH]c1=O	-0.1	-5	-12	0	3	-6	-4	1.3
23	COc1ccc(CCNC2=CC(=O)CC(C)(C)C2)cc1	1.6	0	-19	3	6	5	-1	1.1
24	O=C(O)/C=C/C(=O)NNC(=O)c1ccc(Cl)cc1Cl	-0.9	-1	0	20	1	6	1	1

3 structures from above, ordered by length of the SMILES, largest number first.
entry	Structure	MPTP inh	GRIN3A LBD mod	PfGluPho inh	SENP6 block	ATG4B inhibitor	SENP8 block	SENP1 FRET inh	hIAP act
18	CC1CCCN(CCCN2C(=O)C3C(C(=O)Nc4ccc(Cl)cc4)C4C=CC3(O4)C2C(=O)NC2CCCCC2)C1 (configuration not stated)	-1.2	-1	-2	-34	-15	11	0	1.4
22	CC(C)CN(C(=O)CCCOc1ccc(Cl)cc1Cl)c1c(N)n(Cc2ccccc2)c(=O)[nH]c1=O	-0.1	-5	-12	0	3	-6	-4	1.3
19	Cc1ccc(NC(=S)Nc2ccc(Cl)c(Cl)c2)c(OC(F)F)c1	100*	15*	1	-2	53*	18	-2	0.91

Next part.
entry	Structure	MPTP inh	GRIN3A LBD mod	PfGluPho inh	SENP6 block	ATG4B inhibitor	SENP8 block	SENP1 FRET inh	hIAP act
25	CCOC(=O)c1ccc(NC(=O)COc2coc(CN3CCc4ccccc43)cc2=O)cc1	0.7	4	-7	1	-13	5	-7	0.83
26	COC(=O)c1sc2ncccc2c1OCc1c(Cl)cccc1Cl	4.7	4	11	-10	0	-7	0	0.94
27	Cc1cccc(C(=O)NCC(=O)OCc2nnc(-c3ccccc3)o2)c1	0.0	2	-12	-2	-8	-8	-3	0.94
28	O=S(=O)(Nc1nc2ccccc2nc1Nc1cccc(S(=O)(=O)N2CCCCC2)c1)c1ccccc1	55*	13*	-11	7	32	-285	-146	0.9
29	CCNC(=O)CC1C(=O)N(c2ccc(C)cc2)C(=O)N1CCOC (configuration not stated)	-0.5	-1	-2	-10	15	5	2	0.84
30	O=C(Nc1cccnc1)c1ccc(NS(=O)(=O)c2cc([N+](=O)[O-])ccc2Cl)cc1	-0.5	2	1	-12	-6	21	1	0.94
31	O=c1cc(-c2ccc(O)cc2)oc2c(-c3c(O)cc(O)c4c(=O)cc(-c5ccc(O)cc5)oc34)c(O)cc(O)c12	7.5	21*	-33	1	15	33	-2	0.83
32	O=C1/C(=C/c2cccnc2)SC(=S)N1Nc1ccccc1	1.2	0	-7	6	-4	11	2	1.2
33	CNC(=O)/C(C#N)=C/c1ccc(OCCOc2ccccc2)cc1	0.3	2	13	12	-1	7	2	0.88
34	O=C(/C=C/c1ccccc1)Nn1c(-c2cccs2)nc2ccccc2c1=O	0.3	-15	-33	-5	8	3	1	0.83
35	CC(=O)Nc1cccc(NS(=O)(=O)Cc2ccc(Cl)cc2)c1	-0.6	-6	-9	1	3	13	0	0.94
36	O=C(COC(=O)c1ccc(Cl)cc1)NC(=O)NC1CCCC1	-1.2	.	14	-14	-4	5	2	1
37	O=C(C(=O)N1CCN(c2ccccc2Cl)CC1)c1c[nH]c2ccccc12	0.2	-2	-5	-1	19	13	2	1
38	CC(C)(C)C(=O)Nc1nnc(CSCc2ccccc2F)s1	-0.4	-1	-18	-15	40*	0	0	0.92
39	Cc1noc(C)c1C(=O)Nc1ccccc1N1CCCC1	0.8	0	9	-5	-5	4	-5	1.1
40	COc1ccc(-c2ccccc2NC(=O)C2CCCN(Cc3ccc(C)o3)C2)cc1 (configuration not stated)	-0.7	0	1	-8	8	-4	-2	1.1
41	CC(C)Cc1nc2oc3c(NCC(C)O)ncnc3c2c2c1CCCC2 (configuration not stated)	3.7	-4	14	-6	-23	-432	-1	0.91
42	O=C(c1ccc(O)c(Cl)c1)N1CCN(S(=O)(=O)c2ccccc2)CC1	-0.2	-2	-11	-9	1	1	1	1.1
43	O=C(NCCCn1ccnc1)c1ccc(Br)c(S(=O)(=O)N2CCOCC2)c1	-0.4	0	-13	19	-8	21	0	1.1
44	c1cc2c(cc1-c1csc(NNC3=NCCCCC3)n1)OCCO2	.	3	41	12	-9	.	.	0.87
45	Cn1cccc1C(=O)NCC(c1ccco1)N1CCCCC1 (configuration not stated)	0.8	1	14	-10	-3	6	-2	1.2
46	CC1Cc2cc(S(=O)(=O)N3CCCCC3)ccc2N1C(=O)C1CCC1 (configuration not stated)	-0.7	0	7	-11	-5	6	1	0.95
47	CCOC(=O)c1ccc(N2C(=O)CC(Sc3nc(O)c(CC)c(=O)[nH]3)C2=O)cc1 (configuration not stated)	-3.2	-3	-23	-10	1	16	2	1
48	O=C1CC(NNc2ccccc2)C(=O)N1c1ccccc1 (configuration not stated)	-0.1	-2	16	-2	-2	27	4	1.1
49	CCN1C(=O)c2cccc3c(S(=O)(=O)NCc4ccccn4)ccc1c23	-0.7	0	-3	4	-6	-442	-14	0.91
50	O=C(c1ccco1)N1CCN(C(=O)c2ccccc2OC(=O)C23CC4CC(CC(C4)C2)C3)CC1	0.2	-3	-3	.	-14	5	1	.
51	CCOC(=O)Cc1c(C)nc2c(-c3ccccc3)cnn2c1C	0.1	-1	0	-8	-4	-66	0	0.93
52	Cc1c(C(=O)O)nn(-c2ccccc2)c(=O)c1C#N	-1.8	-2	-13	-12	-15	-67	2	0.98
53	CCc1nc(SCC(=O)N2CC(=O)Nc3ccccc32)c2c(C)c(C)sc2n1	1.3	-1	14	-7	71*	10	-2	0.91
54	CCOc1cccc(/C=N/N2CCN(c3ccc(Cl)cc3)CC2)c1O	1.7	1	15	-1	4	15	3	0.89
55	O=C(CCCc1nc2ccccc2s1)N1CCN(c2ccccc2)CC1	-0.7	0	3	5	4	12	-3	0.93
56	Cc1ccc(N2C(=O)/C(=C\c3ccco3)SC2=S)cc1	1.2	-4	14	-4	1	48*	1	0.93
57	Cc1c([N+](=O)[O-])cc(C(=O)Nc2ccc(NC(=O)c3ccco3)cc2)cc1[N+](=O)[O-]	1.6	25*	13	6	-4	10	-1	0.92
58	O=C(COC(=O)CCC(=O)c1cccs1)NC1CC1	0.2	-2	1	9	0	-2	4	1
59	CCn1ncc(Br)c1C(=O)Nc1ccc(F)cc1F	-0.2	5	-10	-4	-1	10	0	0.88
60	COCCN(C(=O)CCC(=O)Nc1cc(C)on1)C(C(=O)NC(C)(C)C)c1cccc(OC)c1OC (configuration not stated)	-1.0	3	-8	-21	2	10	1	1
61	Cc1ccc(C)c(S(=O)(=O)Nc2nc3ccc(S(N)(=O)=O)cc3s2)c1	-1.0	-6	-1	8	1	-6	-4	1
62	O=C1/C(=C\c2cc(Br)cc(Br)c2O)SC(=S)N1Cc1ccccc1	20	-2	-1	13	21	40*	14	0.77
63	O=C(CSc1nncn1-c1ccccn1)Nc1ccccc1Cl	-0.9	0	3	7	-2	1	-1	0.97
64	CCC(C)(C)NC(=O)CN(C(=O)C(=O)Nc1ccc2c(c1)OCCO2)C(C)(C)CC	-1.0	-3	22	-5	-4	13	1	1
65	O=C(O)C1C2CCC(O2)C1C(=O)Nc1ccccc1Br (configuration not stated)	0.1	-3	9	-8	-3	10	1	0.91
66	Cc1cc(C(=O)N/N=C/c2cccc(OC(=O)c3cccc(Br)c3)c2)n[nH]1	2.3	0	15	-2	7	-4	0	1.8

Assay outcomes deposited in PubChem by Sanford-Burnham Center for Chemical Genomics.
